Assay outcomes as filed in PubChem.
Xi reactivation – reactivates the inactive X chromosome in mouse fibroblasts; AID 743238; activation, % at 7.58 µM; XiGFP mouse fibroblasts, % GFP-positive cells imaging, 3 d; cells co-treated with 5-aza-dC sensitizer; scaled so ellipticine positive control = 100%; hit rate 0.055% among 360,000;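 active = mean normalized replicate activation at least 10% and every replicate at or above 10%; inconclusive = only one of the two criteria met; inactive = mean below 10% and not all replicates reach 10%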;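 note: 0% = median of on-plate neutral control wells and 100% = ellipticine 6 µM median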
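Material: XiGFP fibroblasts, SV40-immortalized. Buffer or medium: DMEM plus 5-aza-dC sensitizer. Compound: single concentration per compound, delivered by pin transfer. Times: 3 days compound exposure. Controls: ellipticine 6 µM.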
ERAP1 HTS inh – inhibitors of human ERAP1 aminopeptidase; Q9NZ08; recombinant ERAP1, Leu-AMC fluorescence, 60 min; inhibition, % at 10.7 µM; hit rate 0.15% among 340,000; AID 652197;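 active = mean replicate inhibition of at least 30%, or all replicates individually reaching that 30% level; inactive = mean below 30% and not every replicate reaching it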;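 note: 0% = neutral control wells and 100% = L-leucinethiol positive control wells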
RAD52 inh – blocks human RAD52 DNA annealing. AID 651710. inhibition, % at 18.7 µM. recombinant RAD52 DNA annealing, FRET fluorescence. hit rate 0.46% among 360,000;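 active = every replicate showing at least 50% inhibition; inconclusive = mean inhibition at least 50% but not in every replicate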
Target sequence (P43351 whole entry, looked up): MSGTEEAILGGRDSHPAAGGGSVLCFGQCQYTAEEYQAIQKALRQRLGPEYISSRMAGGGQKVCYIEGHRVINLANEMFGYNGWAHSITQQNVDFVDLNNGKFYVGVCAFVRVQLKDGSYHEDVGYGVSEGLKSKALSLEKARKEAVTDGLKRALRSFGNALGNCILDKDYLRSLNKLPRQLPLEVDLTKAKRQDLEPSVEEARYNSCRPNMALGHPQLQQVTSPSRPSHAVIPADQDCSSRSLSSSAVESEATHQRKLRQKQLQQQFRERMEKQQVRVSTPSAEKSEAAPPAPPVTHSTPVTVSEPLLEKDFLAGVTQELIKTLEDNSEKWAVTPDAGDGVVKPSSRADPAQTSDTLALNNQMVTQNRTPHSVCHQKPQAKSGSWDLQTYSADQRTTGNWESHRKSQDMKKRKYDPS
S100A4 MyoIIA – blocks human S100A4 binding to myosin IIA peptide; P26447; S100A4/TAMRA-MyoIIA peptide fluorescence polarization; inhibition, % at 10.7 µM; hit rate 0.14% among 360,000; AID 652163;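 active = mean inhibition of at least 70% across replicates, with every replicate also reaching that level; inconclusive = mean inhibition reaches 70% but some replicates fall short; inactive = mean inhibition below 70%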
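Material: S100A4 monomer (human). Medium: Calcium-containing HEPES buffer, pH 7.2. Probe or stimulus: labelled myosin peptide probe, 5 nM. Compound dosing: one concentration per compound. Timing: polarization read 5 min after assay mix addition, stable 5–60 min. Benchmarks: DMSO as neutral control, TFP as positive control.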
esBAF inh – inhibitors of esBAF chromatin remodeling in mouse ES cells; Bmi1-luciferase knock-in reporter, 24 h; 100% = twice the neutral-well signal; reporter increase, % at 12.5 µM; hit rate 2% among 350,000; in the data active = activation above about 40%; inconclusive = no clear call, values can overlap the other calls;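 note: 0% = median of the plate's neutral control wells and 100% = double that signal; a rise in the Bmi1 reporter signal indicates esBAF inhibition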
E-selectin induc – E-selectin induction on HUVECs; HUVEC E-selectin immunofluorescence imaging; normalized: neutral wells 0, TNF-alpha wells 100; activation, % at 7.58 µM; hit rate 0.37% among 260,000;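 active = mean E-selectin-positive cell signal at least 10% of the positive control, reached in at least 60% of replicates, without over 20% cell loss; inconclusive = no rule given, readout overlaps actives, possibly toxicity-flagged; inactive = the rest, including those meeting only one limit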;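 note: in these data hits start at about 27%; measured in HUVEC primary endothelial cells; signal is the percent of cells scored E-selectin positive by PE staining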
Target sequence (P16581 whole entry, looked up): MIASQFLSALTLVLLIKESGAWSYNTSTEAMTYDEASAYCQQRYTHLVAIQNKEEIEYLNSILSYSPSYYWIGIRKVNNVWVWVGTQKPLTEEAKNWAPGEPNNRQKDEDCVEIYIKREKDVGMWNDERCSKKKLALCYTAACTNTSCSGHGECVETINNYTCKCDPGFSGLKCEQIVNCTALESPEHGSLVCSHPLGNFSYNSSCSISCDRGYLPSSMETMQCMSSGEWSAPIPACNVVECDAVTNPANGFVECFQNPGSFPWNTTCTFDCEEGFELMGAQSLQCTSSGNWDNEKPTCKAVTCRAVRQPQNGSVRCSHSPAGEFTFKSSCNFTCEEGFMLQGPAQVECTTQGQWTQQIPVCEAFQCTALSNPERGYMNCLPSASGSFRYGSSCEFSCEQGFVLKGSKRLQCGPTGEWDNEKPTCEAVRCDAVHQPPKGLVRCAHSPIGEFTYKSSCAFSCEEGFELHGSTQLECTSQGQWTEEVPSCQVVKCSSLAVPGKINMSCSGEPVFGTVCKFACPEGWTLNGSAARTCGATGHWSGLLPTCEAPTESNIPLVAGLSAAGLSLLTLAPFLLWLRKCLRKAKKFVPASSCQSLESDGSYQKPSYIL
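System: HUVEC / Compound: single concentration / Signal: immunofluorescence imaging / Read-out: percent E-selectin-positive cells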
ERp5 inh – ERp5 (human) disulfide isomerase inhibition; Q15084; hit rate 0.05% among 350,000; ERp5 insulin aggregation, absorbance 650 nm, 90 min; inhibition, % at 9.99 µM; AID 651711;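 active = mean replicate inhibition above about 25%, with every replicate also reaching it, limit read from the data, passing the limit was not always enough; inconclusive = only one of those two criteria met; inactive = neither criterion met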
RAD54 branch – RAD54 (human) branch migration inhibition | Q92698 | RAD54 Holliday junction branch migration, FAM/BHQ fluorescence | inhibition, % at 10.4 µM | hit rate 0.14% among 360,000 | AID 602329;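 active = mean normalized replicate activity at least 40 and at least half of replicates scoring 40 or more; inconclusive = only one of the two criteria met; inactive = mean below 40 and under half of replicates reaching 40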;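 note: 0% = median of neutral control wells and 100% = median of positive control wells; inhibitors cause a drop in the FAM fluorescence signal; in these data hits start at about 50%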
Starred values were filed as active, the others as inactive; ? = inconclusive; . = not tested or not shown; & = joins results of further samples. Compounds were not picked by outcome. Share with any hit: about 2.5%.

SMILES	Xi reactivation	ERAP1 HTS inh	RAD52 inh	S100A4 MyoIIA	esBAF inh	E-selectin induc	ERp5 inh	RAD54 branch
Cc1c(S(=O)(=O)NCCc2ccccc2)c(=O)n(C)c(=O)n1C	0.2	-2.3	-14.1	-7.7	-1.4	-0.1	1.9	-1.4
C[C@@H]1CN([C@@H](C)CO)C(=O)c2cc(C#CC3(O)CCCC3)cnc2O[C@H]1CN(C)Cc1ccccc1	0.2	2.6	-1.9	-2.1	-2.1	-0.1	-1.7	0.7
COc1cc(NC(=O)C2(C)CCCN2C)cc(OC)c1OC (stereo unspecified)	0.0	-2.8	8.6	-2.2	3.5	-0.8	0.7	-4.7
Cc1ccc(S(=O)(=O)Nc2ccc3c(c2)C(=O)N([C@@H](C)CO)C[C@H](C)[C@H](CN(C)Cc2ccc(C(=O)O)cc2)O3)cc1	-0.1	-4.2	2.5	-2.1	-2.8	0.4	2.6	13.0
Cn1cccc1CC(=O)NNC(=S)Nc1ccc(F)cc1	0.0	1.5	-13.5	0.8	.	.	3.0	4.4
O=C(Nc1cccc(F)c1)N1C[C@H]2[C@@H](c3ccccc31)[C@H](CO)N2C(=O)c1ccccc1F	0.4	-4.4	-6.4	2.0	1.1	0.0	1.4	7.5
CC(C)C[C@@H](CN=[N+]=[N-])N1CCN(Cc2ccccc2)CCC1=O	0.0	-1.1	-16.9	-13.2	-1.1	-0.2	-0.9	-2.9
COc1ccc(C(=O)O/N=C(\C)c2nccs2)cc1	0.0	6.4	4.1	2.1	-2.9	0.0	4.0	-3.3
CCOC(=O)c1sc(=NC(=O)c2ccc(S(=O)(=O)N(C)c3ccccc3)cc2)n(C)c1C	0.0	3.4	-19.7	2.9	.	2.0	-5.8	.
COc1ccc(C2C3C(=O)N(N(C)c4ncc(C(F)(F)F)cc4Cl)C(=O)C3ON2C)cc1 (stereo unspecified)	0.0	-0.9	-0.5	0.9	-0.9	.	-10.3	2.3
Cc1ccc(NC(=S)NN(C)c2cc(C)nc(C)n2)cc1	-0.1	-0.5	3.3	-1.3	.	.	-0.9	6.7
COc1ccc(C(=O)NCCc2nnc3ccc(SCC(=O)NCc4ccccc4)nn23)cc1	0.0	-3.0	-14.4	-2.9	4.8	-0.5	2.4	-0.6
Cc1noc(C)c1S(=O)(=O)Nc1cccc2c1O[C@H](CN(C)Cc1ccc(C(=O)Nc3ccccc3N)cc1)[C@H](C)CN([C@@H](C)CO)C2=O	0.1	-0.2	7.0	-3.2	-28.1	0.6	1.9	-1.1
Cn1cccc1C(=O)NCC1CCCCC1	0.3	-2.7	-9.3	3.6	.	-0.8	2.1	2.6
CC(=O)Oc1cccc(N2C(=O)c3ccccc3C2=O)c1	-0.1	2.6	3.9	-0.2	.	.	7.3	.
C[C@H](CO)N1C[C@H](C)[C@H](CN(C)Cc2ccc(Cl)c(Cl)c2)Oc2ccc(NC(=O)CCC(F)(F)F)cc2C1=O	-0.1	0.6	10.2	12.6	-1.5	?	-0.4	-3.7
Cc1nn(C)c(C)c1NC(=O)COc1ccc(Cl)cc1Br	0.1	-0.2	-3.6	0.9	3.3	4.4	5.2	1.5
COCCNC(=O)C1(C)CCCN(Cc2cccc(OC(=O)c3ccccc3)c2)C1 (stereo unspecified)	0.1	2.1	-4.9	-7.6	-0.3	.	-8.3	0.2
CC1CN(C(=S)Nc2ccccc2C(F)(F)F)CC(C)O1 (stereo unspecified)	0.0	0.4	-6.1	-0.5	1.4	0.5	3.5	-3.4
N=c1c2c3c(sc2ncn1Nc1ccccc1)CCC3	0.5	-1.0	-24.5	-9.0	.	0.2	3.4	2.8
CCOC(=O)NC(=O)CSc1nnc(C2CC2)n1Cc1ccco1	0.3	-4.2	-23.5	-3.0	.	0.8	4.1	.
COc1ccc(OCC(=O)Nc2ccc3c(c2)nc(CCN2CCN(c4ccccn4)CC2)n3C)cc1	-0.2	-3.8	-106.6	-4.5	-5.5	-0.2	2.2	-1.5
CO[C@@H]1CN(C)C(=O)c2ccc(NC(=O)C3CC3)cc2OC[C@@H](C)NC[C@H]1C	0.0	-1.2	-3.6	-5.5	0.8	0.4	-0.8	-4.9
O=C(Cc1ccccc1)N1C[C@@H]2[C@H](c3ccccc31)[C@H](CO)N2C(=O)C1CC1	0.0	-0.5	-6.3	9.7	-0.9	-0.1	3.1	-4.4
C[C@@H]1CCCCO[C@@H](CN(C)C(=O)C2CCCCC2)[C@@H](C)CN([C@H](C)CO)C(=O)c2cc(NC(=O)Nc3ccc(F)cc3)ccc2O1	0.0	2.1	3.8	1.9	1.8	0.2	-4.0	-1.4

The listing continues.
SMILES	Xi reactivation	ERAP1 HTS inh	RAD52 inh	S100A4 MyoIIA	esBAF inh	E-selectin induc	ERp5 inh	RAD54 branch
O=C(NC1CCCC1)C1C2C=CC3(CN(Cc4cccs4)C(=O)C13)O2 (stereo unspecified)	0.4	-5.4	-8.6	6.5	-14.8	0.4	5.5	0.1
C[C@H](CO)N1C[C@H](C)[C@H](CN(C)Cc2ccc3c(c2)OCO3)Oc2ncc(-c3ccc(F)cc3)cc2C1=O	-0.1	-1.6	2.8	49.1	-2.5	0.1	1.9	3.7
COc1cc(C)c(Br)cc1S(=O)(=O)NCCN1CCOCC1	0.1	-2.3	-5.1	1.7	.	.	10.0	.
C[C@H](CO)N1C[C@H](C)[C@H](CN(C)Cc2ccccc2C(F)(F)F)OCc2cn(nn2)CCCC1=O	-0.5	-1.4	2.4	5.3	0.3	-0.2	-2.5	-6.3
Cn1c(=O)c(-c2ccccc2[N+](=O)[O-])c(Cl)c2ccccc21	0.0	-1.8	0.1	-3.1	8.2	0.2	-0.6	-9.5
C[C@@H]1CCCCO[C@H](CN(C)C(=O)CCC(F)(F)F)[C@@H](C)CN([C@H](C)CO)C(=O)c2cc(NS(=O)(=O)c3ccccc3)ccc2O1	-0.1	3.4	-5.3	1.0	-2.4	-0.1	1.8	-3.8
CN(c1nc(-c2ccc(Br)cc2)cs1)C1CCS(=O)(=O)C1 (stereo unspecified)	0.2	-4.0	-8.6	-13.3	12.7	5.1	2.5	0.1
COc1cccc(CC2(CO)CCCN(Cc3cn[nH]c3-c3ccccc3)C2)c1 (stereo unspecified)	0.1	-0.4	-7.2	8.5	.	-0.1	3.0	.
COc1ccc(NC(=O)CN(C)C(=O)Cc2c[nH]c3ccccc23)cc1	0.1	1.3	-5.4	-3.7	-3.4	.	1.5	3.6
Cc1ccc(NS(=O)(=O)c2ccc(NC(=O)CSc3ccc(Cl)cc3)cc2)c(C)c1	.	0.9	-12.1	-1.7	0.5	.	-0.1	-4.7
C[C@H](CO)N1C[C@H](C)[C@@H](CN(C)S(C)(=O)=O)OCCCC[C@H](C)Oc2ccc(NC(=O)Nc3ccccc3)cc2C1=O	0.3	-2.8	4.6	-3.6	3.6	0.5	-2.5	9.4
O=C(O)c1ccccc1CSc1nnc2c(n1)[nH]c1ccccc12	1.3	-1.5	-11.7	0.0	-8.2	4.7	0.9	-3.2
Cc1noc(C)c1NC(=O)N(C)C[C@H]1OCCCC[C@H](C)Oc2ccc(NC(=O)Cc3ccccc3)cc2C(=O)N([C@H](C)CO)C[C@@H]1C	-0.9	1.4	6.4	-0.4	0.5	-0.1	12.0	13.0
Cc1ccc(S(=O)(=O)NC(C)(C)C)cc1C(=O)OC(C)C(=O)NC1CC1 (stereo unspecified)	-0.1	-5.5	-13.9	4.5	-4.0	-0.1	4.0	.
COc1ccc(CCN2C(=O)NC(NC(=O)C(C)(C)C)(C(F)(F)F)C2=O)cc1OC (stereo unspecified)	0.4	-0.1	-8.3	2.2	-1.4	-2.9	11.8	-8.8
Cc1ccc(OCCNC(=O)CCc2ccccc2)cc1C	0.3	.	-9.3	-2.4	-4.0	.	2.1	-8.7
C=CC1=CCN(S(=O)C(C)(C)C)[C@@H]1CCO (stereo partly specified)	0.0	.	-20.1	-14.0	5.4	-1.2	-4.2	0.7
O=c1c2ccccc2ncn1CCCCOc1ccc(Br)cc1	0.0	-2.5	-3.4	0.1	.	.	3.0	.
CCC(=O)Nc1ccc2c(c1)OC[C@H](C)N(CC1CC1)C[C@H](C)[C@@H](OC)CN(C)C2=O	-0.4	0.8	-4.5	-7.0	.	-0.1	4.4	.
Cc1noc(C)c1NC(=O)N(C)C[C@H]1OCCCC[C@@H](C)Oc2ccc(NC(=O)Cc3ccccc3)cc2C(=O)N([C@@H](C)CO)C[C@H]1C	-1.1	0.4	8.4	-3.7	-1.9	0.0	9.1	-1.3
COc1ccc(NC(=O)N(C)C[C@@H]2Oc3ncc(C#C[C@@H](C)O)cc3C(=O)N([C@H](C)CO)C[C@@H]2C)cc1	-0.1	2.6	7.7	15.2	1.0	0.2	0.1	-0.4
CCN1CCN(C(=O)Cn2c(=O)sc3ccccc32)CC1	0.4	.	2.5	-0.3	4.0	0.0	-0.8	-4.8
Cc1cc(OCC(=O)Nc2ncn[nH]2)ccc1Cl	0.2	-2.4	-20.0	-0.4	7.2	0.1	-1.6	0.7
Cc1cc(N2CCNC[C@H]2C)ccc1N1CCN(Cc2ccccc2)[C@H](C)C1	0.4	6.4	20.9	-5.4	.	0.3	6.1	.
CN(C)C(=O)c1cccc(-c2ccc(C3[C@@H]4CN(S(=O)(=O)c5ccc(F)cc5)C[C@H]3N4)cc2)c1 (stereo partly specified)	0.1&0.2	-0.8&3.1	-4.5&8.1	10.0&-7.8	.	0.2&0.0	-1.6&10.5	.

(listing goes on)
SMILES	Xi reactivation	ERAP1 HTS inh	RAD52 inh	S100A4 MyoIIA	esBAF inh	E-selectin induc	ERp5 inh	RAD54 branch
COc1ccc(Nc2nc(C)nc3sc4c(c23)CCC4)cc1O	0.0	9.0	-8.2	16.3	.	.	-1.6	-1.7
O=S(=O)(N/N=C/c1ccc2c(c1)OCO2)c1ccc(Br)cc1	-0.1	-3.0	-9.2	1.3	.	0.2	3.2	1.8
COc1ccc(N=Nc2c(N)nn(C)c2N)cc1	0.2	9.4	1.4	-0.1	44.5*	0.9	-2.2	.
N#C[C@H]1[C@@H](c2ccc(-c3ccccc3F)cc2)[C@H](CO)N1C(=O)c1ccccn1	0.2	1.4	-54.1	-0.3	-5.8	-0.3	0.5	-8.0
COc1ccccc1CNC(=O)c1cn(C)c2ccc(S(=O)(=O)N3CCCC3)cc2c1=O	0.0	3.7	-14.2	3.8	.	3.8	-3.7	.
CSc1nccc(NC(=O)c2ccc(C(C)(C)C)cc2)n1	-0.1	-1.8	16.6	2.9	32.3	-0.1	0.3	.
COc1cccc(C(=O)Nc2cccc(-c3ccc(N4CCOCC4)nn3)c2)c1	-0.1	-0.4	-7.5	-6.1	66.6*	.	-1.7	.

Complete entries, quoted from the list.
Shown for `N#C[C@H]1[C@@H](c2ccc(-c3ccccc3F)cc2)[C@H](CO)N1C(=O)c1ccccn1` : Xi reactivation = 0.2; ERAP1 HTS inh = 1.4; RAD52 inh = -54.1; S100A4 MyoIIA = -0.3; esBAF inh = -5.8; E-selectin induc = -0.3; ERp5 inh = 0.5; RAD54 branch = -8.0
Shown for `CSc1nccc(NC(=O)c2ccc(C(C)(C)C)cc2)n1` : Xi reactivation = -0.1; ERAP1 HTS inh = -1.8; RAD52 inh = 16.6; S100A4 MyoIIA = 2.9; esBAF inh = 32.3; E-selectin induc = -0.1; ERp5 inh = 0.3; RAD54 branch = .
